Source: PubChem
RMI-FANCM inh: RMI-FANCM interaction inhibition; Fluorescence polarization, RMI core complex with F-MM2 peptide; hits give low values; FP signal (polarization) at 33 µM; actives 0.58% (n = 70,000); in the data active = FP signal below about 40; also: inactives centre near 61; strong numbers were not always called active; unit not given here
Numbers without * were called inactive; & = joins results of further samples.

SMILES	RMI-FANCM inh
Cc1cccc(C)c1NC(=O)c1csc2nc(-c3ccc(F)cc3)cn12	78
COc1cccc(-c2nc(C)c(C(C)=O)c(SCc3ccccc3)n2)c1	54
CCCCCCCCCCC[C@@H](C[C@@H]1OC(=O)[C@H]1CCCCCC)OC(=O)[C@H](CC(C)C)NC=O	58
Cc1cc(NC(=O)c2ccc(Cl)cc2)n(-c2ccccc2)n1	55
Cc1ccccc1-n1c(N)cc(=O)[nH]c1=O	53
O=C(Nc1ccc(S(=O)(=O)Nc2nccs2)cc1)c1ccco1	56
O=C(NC(N1CCCC1=O)(C(F)(F)F)C(F)(F)F)c1cccnc1	68
COc1ccc(S(=O)(=O)N2CCN(c3nc4c(OC)ccc(C)c4s3)CC2)cc1	70
O=S(=O)(NCC1CCN(Cc2ccco2)CC1)c1ccc(F)c(Cl)c1	78
Cc1cc(NC(=O)CS(=O)(=O)c2cn(CC(=O)N(C(C)C)C(C)C)c3ccccc23)no1	61
O=C(Nc1cccc(C(F)(F)F)c1)NC1CC(=O)N(c2ccc3c(c2)OCCO3)C1 (configuration not stated)	61
Cc1cccn2c(=O)c3cc(C(=O)NC4CC(C)CC(C)(C)C4)sc3nc12 (configuration not stated)	61
COc1cc2c(cc1OC)CN(c1c([N+](=O)[O-])cc(C(F)(F)F)cc1[N+](=O)[O-])CC2	52
CCN(CC)C(=O)c1cccc(C)c1	54
COc1cc(OC)c(NC(=O)CSc2ncc(-c3ccc(Cl)cc3)o2)cc1Cl	96
Cc1ccc(C2=NN(C(=O)CCC(=O)O)C(Cc3cc4cccc(C)c4[nH]c3=O)C2)cc1 (configuration not stated)	45
O=C(Nc1onc2c1CCCC2)c1nc2ccccc2s1	55
Cc1ccc(Cc2cnc(NC(=O)/C(C#N)=C\c3ccc(-c4ccccc4[N+](=O)[O-])o3)s2)cc1	71
Cc1ccc(Cn2c(CO)cnc2SCCC(C)C)cc1	49
Cc1csc2nc(-c3cccc(NC(=O)c4cc(Cl)ccc4[N+](=O)[O-])c3)cn12	67
O=C(NCc1ccccc1Cl)C(=O)Nc1ccon1	62
O=C(NCCSCc1ccco1)c1cncc(Br)c1	59
Cc1cc(NC(=O)COc2ccc(F)cc2)n(-c2nc3c(cnn3-c3ccc(C)c(C)c3)c(=O)[nH]2)n1	62
CC12CCC(C(=O)N3NC(=O)[C@@H](c4ccccc4)[C@@H]3c3ccccc3)(OC1=O)C2(C)C (some centres not stated)	62
O=C(Nc1sc2c(c1CN1CCOCC1)CCC2)c1ccc(F)cc1	62
Cc1nc2ccc(Cl)cc2c(-c2ccccc2)c1C(=O)/C=C/c1cccc(Br)c1	63
COc1ccc(/C=C/C(=O)NNC(=O)c2cc(C)[nH]n2)cc1OC	55
O=C(COc1ccccc1F)NCC1CCN(Cc2ccccc2)CC1	76
CCOc1ccc(NC(=O)CCSc2nnc(C)s2)cc1	71
CC(C)N(C(=O)Cn1cc(S(=O)(=O)CC(=O)NCc2ccccc2Cl)c2ccccc21)C(C)C	58
O=c1oc2ccc(Br)cc2cc1S(=O)(=O)c1cc(F)cc(F)c1	62
Cc1cc(C)n2c(Br)c(CSc3nc4ccc([N+](=O)[O-])cc4[nH]3)nc2n1	59
Cc1cccc(CC(=O)Nc2cc(C)nn2-c2ncnc3c2cnn3-c2ccccc2)c1	55
COc1cccc(-c2noc(-c3cc(-c4cccs4)[nH]n3)n2)c1OC	64
CC1C(=O)N2CCCc3cc(NC(=O)c4cccs4)cc1c32 (configuration not stated)	53
CC(C)c1ccc(S(=O)(=O)Nc2ccc3c(c2)CN(C(=O)C2CC2)CC3)cc1	65

Reprinted from the part before: four compounds; new compounds follow.
SMILES	RMI-FANCM inh
Cc1cccc(CC(=O)Nc2cc(C)nn2-c2ncnc3c2cnn3-c2ccccc2)c1	55
COc1cccc(-c2noc(-c3cc(-c4cccs4)[nH]n3)n2)c1OC	64
CC1C(=O)N2CCCc3cc(NC(=O)c4cccs4)cc1c32 (configuration not stated)	53
CC(C)c1ccc(S(=O)(=O)Nc2ccc3c(c2)CN(C(=O)C2CC2)CC3)cc1	65
CSc1ccccc1NC(=O)CC1Nc2cc(C)c(C)cc2NC1=O (configuration not stated)	59
CCn1c(CNC(=O)c2cccs2)nnc1SCC(=O)NO	57
CCc1cccc(NC(=O)Cn2c(=O)n(CCCCC(=O)NC3CCCC3)c(=O)c3ccccc32)c1	86
O=C(OCC#Cc1ccc(-c2ccccn2)s1)c1cccs1	67
O=C(CC(c1ccccc1)C(C(=O)Cc1ccccc1)c1ccccc1)c1ccccc1 (configuration not stated)	51
COC(=O)c1ccc(-c2nnco2)cc1	53
CSc1ccc(C(=O)Nc2cc(C)nn2-c2nc3ccccc3s2)cc1	63
CC(=O)c1ccc(NC(=O)CSc2nc(-c3ccccc3)c3ccccc3n2)cc1	62
OC(CNC1CCN(Cc2ccccc2)CC1)CSc1ccc(F)cc1 (configuration not stated)	64
CC1C(=O)NCCN1C(=O)c1ccccc1Cl (configuration not stated)	65
Cc1ccc(-c2csc(Cc3nc(-c4ccc(C)cc4)cs3)n2)cc1	57
S=c1[nH]cnc2sc3c(c12)CCC3	60
Cn1nc(C(F)(F)F)cc1OC(=O)c1cccs1	64
CC(C)(C)S(=O)(=O)/C(C#N)=C/Nc1ccc(OC(F)(F)F)cc1	59
CN(C(=O)Nc1ccc(Cl)cc1)n1cnc2ccccc2c1=O	55
c1ccc2c3c(ccc2c1)CNCc1ccc2ccccc2c1-3	88
O=C(CSc1nc2sc3c(c2c(=O)n1-c1ccccc1)CCCCC3)Nc1ccccc1	71
CN1C(=O)C(C)(C)COc2ccc(NC(=O)c3cc4ccccc4oc3=O)cc21	69
CC(/C=C/c1ccccc1)=N/OC(=O)c1ccccc1Cl	58
Nc1ccc(Oc2c(F)c(F)c(Oc3ccc(N)cc3)c(F)c2F)cc1	60
CC(/C=C/c1ccccc1)=N/O	59&58
CCC(C)N(C)C(=O)c1cc2ccccc2c(-c2ccccc2Cl)n1 (configuration not stated)	60
COCCc1ccc(OCC(O)CNC(C)C)cc1 (configuration not stated)	66&60
CCOC(=O)c1c(NC(=O)Nc2ccc(C)cc2)sc2c1CCC(C)C2 (configuration not stated)	54
COc1ccc(CCNC(=O)c2cnc3n(c2=O)CCS3)cc1OC	59
O=C(c1ccccc1F)N1CCN(c2ccc(-c3ccc(F)cc3)nn2)CC1	73
O=C1Nc2ccc(Br)cc2C1=Nc1ccc(Cl)cc1	64
COc1ccc(C(=O)CSc2cc(C)c(C#N)c3nc4ccccc4n23)cc1OC	30*
CCc1nnc2ccc(N3CCN(S(=O)(=O)c4ccc5c(c4)CCCC5)CC3)nn12	65
COC(=O)c1sccc1NC(=O)CSc1nccn2nc(-c3ccc(OC)cc3)cc12	76
O=C(Nc1nc2c(s1)CCCC2C(=O)NCc1cccs1)c1ccc(Cl)cc1 (configuration not stated)	61
Cc1[nH]c(=S)c(C#N)c(-c2ccc(Br)cc2)c1C(=O)Nc1ccccc1	74
Cc1ccccc1-c1ccc(N2CCC(C(=O)NC3CC3)CC2)nn1	59
O=C(NCc1ccc2c(c1)OCO2)c1csc(Nc2ccccc2)n1	68
CC(C)(C)NC(=O)C(=O)NCC1CCN(Cc2ccco2)CC1	71
CSc1ccc(Cc2nnc(NC(=O)c3ccc(F)cc3)o2)cc1	61

6 consecutive compounds already listed, for reference:
SMILES	RMI-FANCM inh
COc1ccc(CCNC(=O)c2cnc3n(c2=O)CCS3)cc1OC	59
O=C(c1ccccc1F)N1CCN(c2ccc(-c3ccc(F)cc3)nn2)CC1	73
O=C1Nc2ccc(Br)cc2C1=Nc1ccc(Cl)cc1	64
COc1ccc(C(=O)CSc2cc(C)c(C#N)c3nc4ccccc4n23)cc1OC	30*
CCc1nnc2ccc(N3CCN(S(=O)(=O)c4ccc5c(c4)CCCC5)CC3)nn12	65
COC(=O)c1sccc1NC(=O)CSc1nccn2nc(-c3ccc(OC)cc3)cc12	76

The listing picks up, starting six compounds before the break.
SMILES	RMI-FANCM inh
O=C(Nc1nc2c(s1)CCCC2C(=O)NCc1cccs1)c1ccc(Cl)cc1 (configuration not stated)	61
Cc1[nH]c(=S)c(C#N)c(-c2ccc(Br)cc2)c1C(=O)Nc1ccccc1	74
Cc1ccccc1-c1ccc(N2CCC(C(=O)NC3CC3)CC2)nn1	59
O=C(NCc1ccc2c(c1)OCO2)c1csc(Nc2ccccc2)n1	68
CC(C)(C)NC(=O)C(=O)NCC1CCN(Cc2ccco2)CC1	71
CSc1ccc(Cc2nnc(NC(=O)c3ccc(F)cc3)o2)cc1	61
CCOC(=O)c1c(SCC(=O)Nc2cc(C(F)(F)F)ccc2Cl)nc(=O)[nH]c1C	54
Nc1ncnc2c1nc(N/N=C\c1ccc3c(c1)OCO3)n2[C@H]1O[C@@H](CO)[C@H](O)[C@@H]1O	55
Cc1cc2n[nH]c(=S)n2c2ccccc12	55
OCCN1CN=C(SCc2ccccc2)NC1	62
Cc1cccc2sc(N(CC3CCCO3)C(=O)C3CCN(S(C)(=O)=O)CC3)nc12 (configuration not stated)	65
Cc1ccc(N2CCCS2(=O)=O)cc1N	66
COc1ccc(/C=C\C(=O)Nc2cc(-c3cccs3)nn2-c2nc(C)c(C)c(=O)[nH]2)cc1OC	63
Cc1cc(C)cc(NC(=O)Cc2cc(=O)[nH]c(SCc3ccccc3)n2)c1	62
COc1ccc(C2C3CCc4ccccc4C3=NN2C(=O)CSc2nnc(-c3ccncc3)o2)cc1 (configuration not stated)	55
CC(=O)O[C@H]1CC[C@]2(C)C3CC(=O)[C@]4(C)C(C(C)=O)=CCC4C3CC[C@H]2C1 (some centres not stated)	60
Cc1cccc(NC(=O)CSc2ccc3nnc(-c4ccc(Cl)cc4)n3n2)c1C	85
COc1ccc(S(=O)(=O)Nc2ccc3c(c2)CCC(=O)N3Cc2ccccc2)cc1Cl	65
Nc1nc(SCC(=O)OCc2ccccc2)[nH]c(=O)c1NC(=O)c1ccc(F)cc1	61
COc1cc(-c2cc(C(=O)O)[nH]n2)cc(OC)c1OC	71
COC(=O)C1=C(C)NC2=C(C(=O)CC(C)(C)C2)C1c1ccc(OCc2ccccc2)cc1OC (configuration not stated)	54
COc1ccc(CNC2(NC(=O)c3ccc(C(F)(F)F)cc3)C(=O)c3ccccc3C2=O)cc1	55
NC(=S)NNC(=O)c1cccc(C(F)(F)F)c1	55
CN(C)c1ccc(C(CNC(=O)C(=O)Nc2ccc(F)cc2F)N2CCCC2)cc1 (configuration not stated)	73
COc1ccc(S(=O)(=O)NCc2ccsc2)cc1OC	69
Cc1nn(C)c(=O)c2c1cnn2C(C)(C)C	67
COc1ccc(-c2ccc(N3CCCC(C(=O)NCc4ccc5c(c4)OCO5)C3)nn2)cc1 (configuration not stated)	75
CCn1c(C)cc(O)c(C(c2ccccn2)N2CCC(C)CC2)c1=O (configuration not stated)	55
O=C(CSc1nnc2ccc3ccccc3n12)N1CCCCCC1	67
CCc1cc2c(=O)n(Cc3ccco3)c(SCC(=O)Nc3nccs3)nc2s1	74
CC(C)(C)c1ccc(NC(=O)CSc2nnc3ccccn23)cc1	70
COc1cccc(OC)c1-c1nn(-c2ncc(C(F)(F)F)cc2Cl)c(=O)o1	54
CCOc1ccc(-c2noc(CN3C(=O)COc4cc(C)ccc43)n2)cc1OC	107
CCn1c(/C=N\Nc2nc3ccccc3s2)nc2ccccc21	59
Cc1ccc(Nc2ncnc3ccccc23)cc1C	55
CCOc1cn(C)c(C(=O)Nc2ccc(F)c(Cl)c2)cc1=O	54
Cc1nc(-c2ccc(NC(=O)c3ccco3)cc2)cs1	55
COc1cccc(CSc2nc(CC(=O)Nc3ccc(C(N)=O)cc3)cc(=O)[nH]2)c1	53
CCOC(=O)c1cc(Cl)c(NC(=O)C(F)(F)F)c(Cl)c1	49
C/C(=N/O)c1sc2ccccc2c1C	59
Cc1cc(S(=O)(=O)N2CCN(Cc3ccc4c(c3)OCO4)CC2)c(C)cc1Cl	64
C=Cc1ccc(Cn2nc3n(CC(C)C)c(=O)c4ccc(C(=O)NC(C)C)cc4n3c2=O)cc1	61

Records above that bear a hit mark in RMI-FANCM inh.
SMILES	RMI-FANCM inh
COc1ccc(C(=O)CSc2cc(C)c(C#N)c3nc4ccccc4n23)cc1OC	30*

The results go on.
SMILES	RMI-FANCM inh
COc1cc2c(cc1OC)C1(C)N(CC2)C(C(C)=O)=NN1c1ccc(Cl)cc1 (configuration not stated)	59
O=C1c2cccc3cccc(c23)C12OCCS2 (configuration not stated)	50
CC1C(=O)N2CCCc3cc(S(=O)(=O)N(Cc4ccccc4)c4ccccc4)cc1c32 (configuration not stated)	54
O=C(CC1Sc2ccc(C(F)(F)F)cc2NC1=O)Nc1ccc(N2CCOCC2)cc1 (configuration not stated)	66
CCc1ccc(S(=O)(=O)N2CCN(c3ccc4nnc(C5CC5)n4n3)CC2)cc1	69
O=C(c1ccco1)N1CCN(C(=O)N2CCOCC2)CC1	57
Cc1nc2c(sc3cccc(F)c32)c(=O)n1CC(=O)NCCC1=CCCCC1	68
CCOC(=O)c1oc2ccccc2c1NC(=O)C1CCN(S(=O)(=O)c2ccc(Cl)s2)CC1	57
O=C(NNc1nccc(C(F)(F)F)n1)Nc1cccc(Cl)c1	51
Cc1nc2c(sc3cccc(F)c32)c(=O)n1CC(=O)Nc1cccc(F)c1	146
CCn1c(SCC(=O)Nc2ccc3c(c2)OCO3)nc2c(-c3ccc(C)cc3)csc2c1=O	99
O=C(Nc1nnc(C2=COCCO2)o1)c1ccco1	59
O=C(NCCn1nc(-c2ccc(Cl)cc2)ccc1=O)C1CCCCC1	57
O=C(O)c1ccccc1-c1ccccc1C(=O)NCCN1CCNC1=O	57
CCCCCCCN=C(C)c1ccccc1O	54
O=C(CN1C(=O)c2ccccc2C1=O)Nc1ccc2c(c1)N(C(=O)c1cccs1)CCC2	56
COc1ccc(Nc2nc(-c3ccccc3)c3cc(Cl)ccc3n2)c(OC)c1	92
COc1ccc(S(=O)(=O)NCCOc2ccc3nnc(-c4ccccc4)n3n2)cc1	65
CCOC(=O)c1c(NC(=O)CN2CCCC2)sc2c1CCC(C)C2 (configuration not stated)	70

Not all compounds are listed; rates above refer to the full screens.
